# Screening data deposited in PubChem by several laboratories.
# FLuc inhib CS: inhibits firefly luciferase, flagging false hits in luciferase inhibition screens. P08659. ATPLite firefly luciferase biochemical luminescence, 10 min. AID 1006. inhibition, % at 10 µM. 200,000 compounds, 1.5% hits;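 active = inhibition above about 50% when tested at 10 µM, limit read from the data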
# TNAP act hiacc: activators of human TNAP at high phosphate acceptor concentration | 200,000 tested, under 10 active | purified TNAP, CDP-star luminescence, 1 M DEA, 30 min; hits give high values; 0 = EDTA background, 1 = DMSO-only activity | activation factor at 20 µM | P05186;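 active = activation factor at least 2 at 20 µM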
# Target sequence (P05186 whole entry, looked up): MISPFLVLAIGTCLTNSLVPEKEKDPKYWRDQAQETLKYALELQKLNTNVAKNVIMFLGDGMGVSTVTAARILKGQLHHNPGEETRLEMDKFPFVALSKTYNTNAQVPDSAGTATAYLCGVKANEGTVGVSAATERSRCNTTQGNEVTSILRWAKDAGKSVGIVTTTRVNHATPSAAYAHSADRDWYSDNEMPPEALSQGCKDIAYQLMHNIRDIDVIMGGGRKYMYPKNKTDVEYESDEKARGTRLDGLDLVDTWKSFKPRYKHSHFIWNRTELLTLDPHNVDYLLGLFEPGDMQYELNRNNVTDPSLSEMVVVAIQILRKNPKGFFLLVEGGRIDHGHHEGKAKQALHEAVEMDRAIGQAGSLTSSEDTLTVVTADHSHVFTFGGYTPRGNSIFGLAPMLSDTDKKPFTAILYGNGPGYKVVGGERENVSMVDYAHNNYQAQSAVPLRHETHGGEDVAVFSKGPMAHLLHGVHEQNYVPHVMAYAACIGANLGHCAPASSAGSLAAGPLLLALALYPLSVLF
#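 system = human TNAP | amount = enzyme diluted 1/800 final | reagent = 100 µM CDP-star substrate | signal = luminescent substrate turnover signal | dosing = one dose, 20 µM | benchmarks = EDTA negative control, DMSO positive control | measure = activation factor | timing = 30 min reaction, room temperature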
# NF-kB neuron act: raises NF-kB expression in human neuronal cells. NF-kB reporter expression; hits give high values. fold change at 12.5 µM. 190,000 compounds, 1.6% hits; in the data active = fold change above about 3.3
# APP 5'UTR act: APP 5'UTR luciferase reporter activation; SH-SY5Y APP 5'UTR luciferase reporter, luminescence; zero percent = DMSO vehicle wells; activation, % at 2 µM; 190,000 compounds, 1% hits;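 active = activation above a set limit, based on mean plus 3 SD of controls, cut at about 140% in these data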; note: values of inactives mirror those of a sister screen read the other way
# PMI activator: increases human mannose-6-phosphate isomerase activity | P34949 | purified human PMI, coupled resazurin fluorescence, 20 min; hits give high values; 1 = vehicle control, 0 substrate-free wells | activation factor at 20 µM | 190,000 compounds, 0.005% hits | AID 1214;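 active = activation factor of 2 or more at 20 µM, relative to plate controls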
# Target sequence (P34949 whole entry, looked up): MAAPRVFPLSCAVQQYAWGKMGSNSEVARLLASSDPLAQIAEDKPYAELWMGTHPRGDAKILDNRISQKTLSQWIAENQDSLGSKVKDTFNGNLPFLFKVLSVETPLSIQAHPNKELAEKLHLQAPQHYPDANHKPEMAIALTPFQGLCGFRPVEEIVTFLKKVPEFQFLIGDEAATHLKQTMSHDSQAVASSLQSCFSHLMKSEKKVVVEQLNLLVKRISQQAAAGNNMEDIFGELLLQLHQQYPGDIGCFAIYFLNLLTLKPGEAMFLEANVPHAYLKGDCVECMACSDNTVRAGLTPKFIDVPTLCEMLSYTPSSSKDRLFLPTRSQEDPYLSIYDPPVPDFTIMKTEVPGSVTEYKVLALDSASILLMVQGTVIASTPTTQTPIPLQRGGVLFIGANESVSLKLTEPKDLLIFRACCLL
# bIAP activator: increases bovine intestinal alkaline phosphatase activity | purified bovine IAP, CDP-star luminescence, 30 min; hits give high values; fold of DMSO-control signal, blank-subtracted | activation factor at 20 µM | 200,000 compounds, 0.17% hits | AID 1016;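 active = activation factor of 2 or more at 20 µM, a signal rise over negative controls twice the positive control's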
# FLuc stim CS: affects firefly luciferase, flagging false hits in luciferase stimulation screens; 200,000 tested, under 10 active; ATPlite luciferase biochemical, luminescence, 10 min; 0 = ATP-free wells, 1 = DMSO control; activation factor at 10 µM; P08659;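 active = luciferase activation factor, scaled between plate controls, of at least 2 with compound at 10 µM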
#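 Assay system: Luciferase/luciferin reagent mix; Medium: PBS as buffer for the ATP substrate; Dosing: test compounds dosed from 2 mM stocks in 100% DMSO; Times: 10 min, room temperature; Signal: luminescence from luciferase reaction; Read-out: luciferase activation; Controls: No-ATP low control, compound-free enzyme-plus-ATP high control.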
# PMI act hi M6P: PMI (human) activation, high substrate | P34949 | coupled PMI enzyme assay, resazurin fluorescence, 20 min; hits give high values; 1 = untreated enzyme, 0 = substrate-free blank | activation factor at 20 µM | 190,000 compounds, 0.34% hits | AID 1216;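 active = activation factor of 2 or more at 20 µM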
#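 Material: human phosphomannose isomerase with PGI, G6PDH, diaphorase coupling enzymes. Quantity: 15 ng/mL PMI. Medium: HEPES pH 7.4 buffer with MgCl2 and Tween-20. Reagent: Near-saturating mannose-6-phosphate, 1.0 mM. Compound: 20 µM single dose. Times: enzyme reaction with compound 20 min at room temperature. Detection: resorufin fluorescence at Ex 544/Em 590 nm.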
# TNAP inh no acc: blocks human TNAP activity with no phosphate acceptor present | purified TNAP, CDP-star luminescence, 30 min | P05186 | inhibition, % at 20 µM | 200,000 compounds, 0.26% hits | AID 1012;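 active = tissue-nonspecific alkaline phosphatase inhibition above about 50% at 20 µM in the single-dose screen, limit read from the data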;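 note: 0% = DMSO negative control and 100% = EDTA positive control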
# TNAP inh hi DEA: TNAP (human) inhibition, high acceptor. P05186. inhibition, % at 20 µM. AID 1135. 200,000 compounds, 0.03% hits. purified TNAP, CDP-star luminescence, 1 M DEA;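 active = over 50% inhibition of tissue-nonspecific alkaline phosphatase at 20 µM in the single-dose screen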;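 note: plate controls were DMSO wells for no effect and EDTA-quenched wells as full inhibition for full effect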
# An asterisk follows results filed as active.
SMILES,FLuc inhib CS,TNAP act hiacc,NF-kB neuron act,APP 5'UTR act,PMI activator,bIAP activator,FLuc stim CS,PMI act hi M6P,TNAP inh no acc,TNAP inh hi DEA
Clc1ccc(CSc2ncnc3nc[nH]c23)cc1,14.2,1,1.07,6.8,0.9,1,0.9,1,-23.3,-3.4
COc1ccc(/C=N/N2CCN(C3c4ccccc4-c4ccccc43)CC2)cc1O,-6.5,1,0.83,-17.7,0.9,1,1.1,0.9,5.1,-3.3
OCCOCCOc1ccccc1OCCOCCO,-3.5,1,1.11,-1.8,1.1,1,1,1.1,0.7,4.3
COc1ccc(Br)cc1CNC(C)c1ccccc1 (stereo not given),-2.2,1,1.05,38.0,1.1,0.8,1,1,-8.1,-4.5
O=C(CCc1ccccc1)NC(=S)Nc1cccc(Br)c1,-8.7,1,1.32,5.5,0.8,1,1.1,0.8,-4.3,-2.9
CCOC(=O)C1CCCN(Cc2nc(Cc3cccc(F)c3)no2)C1 (stereo not given),-9.5,1.1,0.95,-0.1,1,1,1.1,1.1,-10.0,-8.7
COCCn1c(N)c(N(Cc2ccccc2)C(=O)Cc2ccccc2F)c(=O)[nH]c1=O,-5.0,1.1,1.22,0.6,1,0.8,1.1,1,-15.4,-5.8
Cn1cc(CCNC(=O)CC2C(=O)NCCN2Cc2cccc(Oc3ccccc3)c2)cn1 (stereo not given),-5.7,1.1,1.3,3.6,1.1,1,1.1,0.8,-15.1,-6.6
Cc1ccc(-c2noc(C3CCCN(S(=O)(=O)c4ccc5ccccc5c4)C3)n2)o1 (stereo not given),-10.0,1.1,0.91,-0.9,0.9,0.9,1.1,1,-11.6,-8.1
COc1ccc(-c2noc(CCC(=O)Nc3ccc(C)c(C)c3)n2)cc1,-1.7,1,1.14,3.9,0.8,0.9,1,0.8,-11.6,-2.5
O=C(Oc1ccccc1Cl)c1ccc(-n2cncn2)nc1,9.0,1,1.11,1.1,1,1.1,0.9,1.1,-12.5,-4.5
Cc1cc(C)c(NC(=O)COC(=O)CCc2ccc(S(=O)(=O)N3CCCCC3)cc2)c(C)c1,-8.5,1,0.94,3.6,0.8,1,1.1,0.9,-17.9,-3.5
O=C(Cc1ccc(Br)cc1)Nc1ccc(S(=O)(=O)NCC2CCCO2)cc1 (stereo not given),0.7,1.1,0.98,-11.0,1,0.9,1,1,-12.9,-5.8
Cc1noc(/C=C/N(C)C)c1S(=O)(=O)NC1CCCCC1,-5.1,1,1.02,15.0,0.9,1.1,1.1,0.9,-11.7,-3.1
CCNC(=S)NCCN1CCOCC1,-7.6,1,1.12,1.6,1,1,1.1,1.1,-19.8,0.4
FC(F)(F)c1ccccc1NC(=S)Nc1cccc2cnccc12,-4.2,1,1.06,-4.3,0.9,0.9,1,1.3,-5.4,1.0
Cc1cccc(-n2cnc(C(=O)N/N=C\c3ccc(Br)cc3)c2)n1,-7.3,1.1,1.02,-2.3,0.9,1,1.1,1,-53.1,-5.9
COc1ccc(OC)c(C2C(C(N)=O)=C(C)Nc3nc(CCCO)nn32)c1 (stereo not given),-5.0,1,1.05,-12.2,0.9,0.9,1.1,0.9,-13.7,-0.6
CC(=O)OC(C(=O)N1CCN(c2ccc(F)cc2)CC1)c1ccccc1 (stereo not given),-4.4,0.9,1.14,-0.1,1.2,1,1,1.2,0.4,6.5
CCc1ccc2oc(=O)cc(CN3CCC(C)CC3)c2c1,-5.0,1,0.95,3.3,1.1,0.9,1.1,1,-1.9,-3.3
CCCCCn1c(SCC(=O)OCC)nc2cc(C(=O)N3CCC(C(N)=O)CC3)ccc2c1=O,-2.7,1,0.9,-16.3,1,1,1,1,-7.6,-3.2
CN(C(=O)COC(=O)c1ccc2c(c1)NC(=O)CS2)C1CCS(=O)(=O)C1 (stereo not given),-4.8,1,1.16,-1.0,1,0.9,1,1,-14.0,-3.4
Cc1cc(C)cc(NC(=O)CSc2cc(C(=O)c3nccn3C)c3ccccc3n2)c1,-0.1,1,0.95,-8.9,1,0.9,1,0.9,5.1,1.0
O=C(c1ccc(S(=O)(=O)Cc2ccccc2F)c([N+](=O)[O-])c1)N1CCCCCC1,-5.1,1,1.3,28.9,1,1,1.1,1,-9.7,1.9
O=C(CSc1ccccn1)Nc1ccc(F)c([N+](=O)[O-])c1,-2.6,1,1.51,24.4,0.9,1.1,1,0.9,-3.1,-0.6

# Results in bIAP activator and FLuc stim CS (three entries from above):
structure,bIAP activator,FLuc stim CS
Clc1ccc(CSc2ncnc3nc[nH]c23)cc1,1,0.9
COc1ccc(/C=N/N2CCN(C3c4ccccc4-c4ccccc43)CC2)cc1O,1,1.1
OCCOCCOc1ccccc1OCCOCCO,1,1

# New compounds follow
SMILES,FLuc inhib CS,TNAP act hiacc,NF-kB neuron act,APP 5'UTR act,PMI activator,bIAP activator,FLuc stim CS,PMI act hi M6P,TNAP inh no acc,TNAP inh hi DEA
Nc1nonc1C(=O)N/N=C/c1cccc([N+](=O)[O-])c1,3.6,1,1.08,-2.8,0.9,0.8,1,0.9,-8.2,1.2
Cc1ccc(C(=O)Cn2cnc3ccccc3c2=O)cc1C,9.4,1,3.33*,28.3,0.9,0.9,0.9,1,-4.4,-2.4
Fc1ccc(NC(=S)NCc2ccccn2)cc1,-8.2,1,1.06,5.4,1.1,1,1.1,1,1.6,0.2
CC1CN(C(=O)CN2C(=O)NC3(CCCCCC3)C2=O)CC(C)O1 (stereo not given),-6.5,1,0.97,16.8,1,1.1,1.1,0.9,-7.3,-1.4
Cc1ccc(NC(=O)c2oc3c(c2C)C(=O)CC(C)(C)C3)cc1,-2.9,1,1.15,2.8,0.9,1,1,1,-6.9,-2.7
CC(=O)N(CN1C(=O)C2C3C=CC(C3)C2C1=O)c1cccc(Cl)c1 (stereo not given),4.1,0.9,1.12,-19.7,1.1,1.1,1,1.2,3.8,9.2
CCS(=O)(=O)c1nc2ccccc2n1Cc1ccccn1,-4.2,1,1.44,4.1,1.1,1,1,1.1,-4.2,0.9
COC(=O)CCn1nnc(-c2ccc(C(C)C)cc2)n1,22.9,1.1,0.37,-76.7,0.9,1,0.8,0.9,6.8,-5.4
COc1ccc(Oc2ccc(N/C=C/C(=O)C(C)(C)C)cc2)cc1,-6.2,1,1.28,1.0,1,1.2,1.1,1,1.3,0.2
CCOC(=O)c1csc(NC(=O)c2ccc(S(=O)(=O)N(CC)CC)cc2)n1,-2.3,1,1.55,2.0,0.9,0.9,1,0.9,-1.6,3.1
CCCCCC(=O)Nc1nc(C)c(-c2csc(Nc3cc(Cl)ccc3C)n2)s1,-12.8,1,0.98,7.0,0.8,0.8,1.1,0.9,-6.4,-4.0
O=C(NCC(=O)N(c1ccccc1F)C(C(=O)NC1CCCC1)c1ccco1)c1ccco1 (stereo not given),-4.8,1.1,0.39,11.9,0.8,1,1,0.7,-11.3,-5.4
N#Cc1c(N)nc2c(c1N)CC(CO)O2 (stereo not given),-0.5,1,1.14,-7.0,1,1,1,1,-3.0,1.4
Cc1cc(C)c2c(N)c(C(=O)c3ccc(Cl)cc3)sc2n1,2.5,1,1.25,24.8,1,1,1,1,-2.7,0.6
Cc1[nH]c2ccccc2c1SCC(=O)N1CCCc2ccccc21,-5.1,1,0.76,18.6,0.8,0.9,1.1,0.8,-7.2,-1.8
NNS(=O)(=O)c1ccc(N2CCCC2=O)c([N+](=O)[O-])c1,-5.6,1,1.08,9.5,1.5,1.3,1.1,1.5,-5.3,-4.6
CCN(Cc1ccccc1)C(=O)CSc1nncn1C,-7.5,1,0.93,16.4,1.3,1.1,1.1,1.2,-17.4,-4.1
COc1ccc(-c2ccc3c(N)c(C(=O)c4ccc(OC)c(OC)c4)sc3n2)cc1,-7.2,1,1.41,-14.4,1.3,0.8,1.1,1.8,-7.4,2.8
CCCCOC(=O)Nc1cc(Cl)ccc1C,-5.6,1.1,0.94,24.3,1.1,1,1.1,1.1,1.3,-8.3
COc1ccc(N2CCN(CCCNS(=O)(=O)c3ccc4c(c3)oc(=O)n4C)CC2)cc1,-3.0,1.1,1.31,39.5,0.8,1,1,0.8,-9.4,-5.0
Cc1ccc(NC(=O)CN(C)C(=O)CSc2nc3ccccc3o2)cc1,-8.6,1,1.19,7.7,1.1,1,1.1,1.1,2.0,-3.0
COc1cccc(NC(=S)N2CCn3c(nc4ccccc43)C2)c1,1.1,1,1.27,15.9,0.9,0.9,1,0.8,1.0,4.0
Cc1nc(N)sc1Cc1ccc2c(c1)OCO2,-4.7,1.1,1.05,-1.2,0.9,0.9,1,1.1,-14.3,-5.5
N#Cc1ccc(OCc2nnc(SCC(=O)N3CCCc4ccccc43)n2-c2ccccc2)cc1,-6.7,1.1,0.58,4.1,0.9,1,1.1,0.9,-7.9,-6.5
COc1ccccc1NC(=S)NNC(=O)c1nn(C)c(C)c1Cl,8.1,0.9,1.76,11.4,1.1,1.6,0.9,1.1,-15.8,8.1

# Two records drawn at random from those above:
SMILES,FLuc inhib CS,TNAP act hiacc,NF-kB neuron act,APP 5'UTR act,PMI activator,bIAP activator,FLuc stim CS,PMI act hi M6P,TNAP inh no acc,TNAP inh hi DEA
Nc1nonc1C(=O)N/N=C/c1cccc([N+](=O)[O-])c1,3.6,1,1.08,-2.8,0.9,0.8,1,0.9,-8.2,1.2
CCCCCC(=O)Nc1nc(C)c(-c2csc(Nc3cc(Cl)ccc3C)n2)s1,-12.8,1,0.98,7.0,0.8,0.8,1.1,0.9,-6.4,-4.0

# Continuation:
SMILES,FLuc inhib CS,TNAP act hiacc,NF-kB neuron act,APP 5'UTR act,PMI activator,bIAP activator,FLuc stim CS,PMI act hi M6P,TNAP inh no acc,TNAP inh hi DEA
COCCn1cc(C(=S)N2CCCCC2)c2ccccc21,-6.0,1.1,1.13,-2.1,1.1,0.9,1.1,1.1,-4.0,-8.3
COC(=O)CN(c1ccccc1OC)S(=O)(=O)c1ccccc1,-6.4,1.1,1.1,16.2,0.9,1,1.1,0.9,-13.7,-5.5
CCOC(=O)c1c(C)nc2c(C)cccn12,-1.6,1,1.09,-10.5,0.9,0.9,1,1,-6.2,1.2
COC(=O)c1ccc(CSC2=NCCS2)cc1,25.4,1,1.86,60.6,1,1,0.7,1,-3.6,0.0
CC(=O)Oc1c(C)c(=O)n(C)c2ccccc12,-6.6,1,1.14,16.4,1.1,1,1.1,1.1,-8.6,1.8
Cc1cc(O)cc(=O)n1Cc1ccco1,-3.7,1,0.98,-10.7,0.8,0.9,1,0.9,-6.0,-0.5
CCOC(=O)Cc1csc(NC(=O)COc2ccccc2OC)n1,-0.6,1.1,1.25,3.1,1,1.1,1,1,-12.7,-6.0
Cc1cc(NC(=O)CN2CCC(O)(c3cccc(F)c3)CC2)no1,-7.0,1,0.96,-11.9,0.9,1,1.1,1,-3.1,-4.7
Cc1ccc(OCC(=O)N2CCN(C(=O)c3cccc(F)c3)CC2)cc1,2.6,1,0.99,2.8,1.1,1.1,1,1,-7.0,-3.4
CCCC(=O)NCCc1cc2ccc(C)c(C)c2[nH]c1=O,-7.0,1,1.42,6.4,1,1,1.1,1,-0.7,-4.5

# No enrichment for hits; 3.6% or so of the library scored in one or more.
